aSyn yeast inh – alpha-synuclein toxicity inhibition in yeast; Yeast expressing alpha-synuclein, growth rescue, BacTiter-Glo, 24 h; Potency, µM (doses to about 46.1 µM), for the others: at the top dose growth rescue (activation), most hits filed as activators; 370,000 compounds, 0.14% hits; AID 652106; also: potency is read from the fitted curve at half-maximal effect; % of control where 0% means no effect; nearly all actives have a fitted effect of over 65% in size
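Rescue of yeast growth: cells expressing toxic alpha-synuclein, induced in galactose at OD600 0.02, incubated with compound 24 h at 30 C. ATP luminescence quantified growth; inhibitors of toxicity appear as activators.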
EPAC1 ag – activates human EPAC1 exchange factor. EPAC1 agonist qHTS, biochemical assay; response scale: 100% = response to 6.5 mM cAMP. Potency, µM (series often up to 154 µM), inactives show at the top dose activation, hits mostly activators. 360,000 compounds, 0.073% hits; also: potency is read from the fitted curve at half-maximal effect; nearly all actives have a fitted effect of over 60% in size
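Compounds were pinned as a concentration titration into mixtures of EPAC1 (100 nM), BODIPY-GDP-loaded Rap1B (250 nM) and GDP (50 uM). After 5 min at room temperature, fluorescence was followed for 30 min; activity was scaled to 6.5 mM cAMP.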
IL2 activator – activators of IL-2. activation, % (series mostly up to about 46 µM). 360,000 compounds, 0.065% hits. IL-2 activation reporter assay, cell-based qHTS; stimulated with anti-CD3/CD4/CD28 beads; in transgenic mouse T cells; in the data active = activation above about 50%; inconclusive = mostly about 30% to 49%; also: 0% is about no effect
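Readout is EGFP and DsRed signal by fluorescent plate cytometry after 18 h at 37 degrees C. Transgenic mouse T cells (750/well) received compound for 60 min before bead stimulation (anti-CD3, anti-CD4, anti-CD28); memory T cells served as non-tolerant control.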
PI5P4K alpha inh – PI5P4K alpha (human) kinase inhibition. P48426. PI5P4Kalpha enzyme, ADP-Glo luminescence, 60 min; stronger effect = lower value. max response, %. 330,000 compounds, 1.2% hits; active = max response of -50% or lower; inconclusive = between -30% and -50%; inactive = -30% or higher; also: value at the top dose of about 77 µM; % is scaled to controls: 0 for no effect and ±100 for the full control effect
Target sequence (P48426 whole entry, looked up): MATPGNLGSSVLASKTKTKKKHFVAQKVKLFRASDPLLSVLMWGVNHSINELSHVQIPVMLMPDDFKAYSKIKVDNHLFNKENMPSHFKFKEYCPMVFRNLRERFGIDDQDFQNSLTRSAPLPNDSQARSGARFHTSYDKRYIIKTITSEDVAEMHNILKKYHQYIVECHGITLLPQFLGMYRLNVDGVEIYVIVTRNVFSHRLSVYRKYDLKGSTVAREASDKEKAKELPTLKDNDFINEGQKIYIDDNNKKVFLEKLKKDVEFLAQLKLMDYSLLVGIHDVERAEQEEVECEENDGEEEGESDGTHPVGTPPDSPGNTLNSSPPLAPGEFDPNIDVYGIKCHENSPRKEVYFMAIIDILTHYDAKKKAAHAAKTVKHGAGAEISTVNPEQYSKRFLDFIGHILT
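ADP-Glo luminescence end-point after a 60 min room-temperature kinase reaction. PI5P4Kalpha and substrate in HEPES pH 7.4 buffer with EGTA, 0.1% CHAPS and 5% DMSO; ATP at 5 microM final.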
EPAC1 antag – blocks human EPAC1 exchange factor; O95398; EPAC1 GEF assay, Rap1b-BODIPY-GDP exchange fluorescence; Potency, µM (doses to about 115 µM), inactives show at the highest dose activity change, negative = inhibition, actives largely listed as inhibitors; 360,000 compounds, 0.14% hits;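 also: potency is read from the fitted curve at half-maximal effect; plate controls were vehicle for no effect and positive control for full effect; nearly all actives have a fitted effect of over 50% in size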
FUS suppressor – FUS proteinopathy suppression in yeast; S. cerevisiae FUS-expressing, growth rescue, OD600, 24 h; Potency, µM (doses to about 76.6 µM), for inactives: top-dose growth rescue (activation), usual class: activators; 390,000 compounds, 0.24% hits;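 also: potency is read from the fitted curve at half-maximal effect; plate controls were DMSO vehicle for no effect and reference control for full effect; nearly all actives have a fitted effect of over 55% in size; some results filed as inactive show a strong effect at the top dose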
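Yeast expressing FUS under galactose induction, OD 0.005 in 2% galactose medium; compounds in a dilution series, 24 h at 30C. Growth rescue by absorbance at 600 nm; CP55940 positive control, DMSO negative.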
Abeta yeast res – restores growth of yeast expressing A-beta42 peptide | yeast expressing A-beta42, growth rescue, OD600, 48 h; response scale: 0% DMSO, 100% iron-clioquinol control | Potency, µM (top dose mostly 46.1 µM), for the others: at the highest dose growth rescue, actives largely listed as activators | 410,000 compounds, 0.063% hits; also: potency is read from the fitted curve at half-maximal effect; nearly all actives have a fitted effect of over 55% in size
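Yeast growth medium received pinned compounds, then yeast cells expressing toxic A-beta were added; plates incubated at 30 C for 48 hr. Growth read as absorbance at 600 nm, normalized to DMSO and equimolar FeCl3 plus clioquinol controls.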
PLK1 PBD inh – inhibitors of human PLK1 polo-box domain binding | Potency, µM, for the others: max response, negative = inhibition, most hits filed as inhibitors | 360,000 compounds, 2.8% hits | AID 720504 | Plk1 PBD binding of FITC phosphopeptide, fluorescence polarization; also: potency is read from the fitted curve at half-maximal effect; series mostly up to about 57 µM; % is scaled to controls: 0 for no effect and ±100 for the full control effect; nearly all actives have a fitted effect of over 65% in size
Target sequence (P53350 whole entry, looked up, the tested form may be a part): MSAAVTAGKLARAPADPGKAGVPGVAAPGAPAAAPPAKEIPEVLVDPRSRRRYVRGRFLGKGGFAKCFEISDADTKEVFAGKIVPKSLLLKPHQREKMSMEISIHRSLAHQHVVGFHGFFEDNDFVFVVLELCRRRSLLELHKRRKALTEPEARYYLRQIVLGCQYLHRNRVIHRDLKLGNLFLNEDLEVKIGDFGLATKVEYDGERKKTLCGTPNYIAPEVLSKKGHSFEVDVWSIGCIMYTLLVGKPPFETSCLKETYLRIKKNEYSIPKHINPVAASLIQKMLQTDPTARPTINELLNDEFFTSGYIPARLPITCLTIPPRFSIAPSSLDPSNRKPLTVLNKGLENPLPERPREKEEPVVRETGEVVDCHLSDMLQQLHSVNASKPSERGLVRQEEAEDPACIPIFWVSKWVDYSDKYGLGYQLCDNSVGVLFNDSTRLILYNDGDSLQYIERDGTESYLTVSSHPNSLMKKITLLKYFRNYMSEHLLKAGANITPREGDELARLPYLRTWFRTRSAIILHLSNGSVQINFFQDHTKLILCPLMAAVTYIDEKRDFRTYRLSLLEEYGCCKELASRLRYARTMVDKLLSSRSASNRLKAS
WRN inhibitor – blocks human WRN helicase; Potency, µM (highest dose often 114 µM), without a hit: at the top dose activity change, negative = inhibition, usual class: inhibitors; 360,000 compounds, 0.46% hits; WRN helicase unwinding, fluorescent forked duplex, kinetic; Q14191; also: potency is read from the fitted curve at half-maximal effect; % is scaled to controls: 0 for no effect and ±100 for the full control effect; nearly all actives have a fitted effect of over 55% in size
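Fluorescence dequenching readout, ex 525 nm/em 598 nm, kinetic mode: forked duplex DNA (100 nM final) with adjacent fluorophore and quencher unwound by WRN (20 nM final) with 2 mM ATP. Compound preincubation 15 min, room temperature.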
* marks the source's active call; other numbers are inactive results; ? = inconclusive; . = not tested or not shown; [ ] = remark or other dose. Unless noted, calls follow the shape of the dose curve; as a rule, active = well fitted curve in the direction sought with a large enough effect; inconclusive = small, poorly fitted or top-dose-only effect, or another doubt; inactive = no such curve, though single readings can be large; an effect the other way counts as inactive or inconclusive.

Molecule	aSyn yeast inh	PI5P4K alpha inh	EPAC1 antag	WRN inhibitor	IL2 activator	FUS suppressor	PLK1 PBD inh	EPAC1 ag	Abeta yeast res
Cc1ccc(S(=O)(=O)C2(C(=O)Nc3ccc(Br)cc3)CC2)cc1	21%	1	2%	-9%	-2.1	4%	4%	-13%	14%
CC1(C)C2([N+](=O)[O-])CN3CC1([N+](=O)[O-])CN(C2)C31CCCC1	-1%	.	9%	6%	-3.2	4%	-8%	2%	-11%
O=C(OCC(=O)N1CCc2ccccc21)c1ccc(Cl)nc1	-1%	.	-9%	-9%	-1.3	2%	-1%	0%	11%
CC(C)N(C(=S)Nc1cccc(S(=O)(=O)N(C)C)c1)c1ccccc1	6%	-9	-14%	0%	0.5	-2%	?	0%	-6%
CCCCc1ccc(S(=O)(=O)NC(=O)C2(C)CCN2C(=O)CCc2cccs2)cc1 (stereo unspecified)	1%	1	0%	4%	-0.6	22%	0%	-15%	-15%
Cn1nnnc1SCC(=O)NCCc1ccc(Cl)cc1	-6%	-1	-4%	6%	4.5	34%	-8%	-3%	-14%
CC(C)N(Cc1nc(-c2ccc(Cl)cc2)no1)C(=O)/C=C/c1ccccc1	0%	23	-14%	-20%	-4.8	.	-3%	3%	10%
COc1ccc(NC(=O)C/C(C)=N/NC(=O)c2cnccn2)cc1Cl	13%	-3	-10%	-5%	-0.7	30%	-11%	2%	14%
COc1ccc(N2C(=O)CS/C2=C\[N+](=O)[O-])cc1	4%	.	-14%	-7%	1.4	39%	-2%	5%	-5%
COc1ccccc1CCN1CCCC(CN(C)C(=O)c2ccoc2)C1 (stereo unspecified)	-7%	-1	15%	4%	-1.5	13%	-9%	9%	0%
COc1cccc(CNc2ccccn2)c1O	2%	-3	-17%	-1%[57.1 µM]	-0.5	0%	-8%	14%	5%
Cc1nnc(N/N=C/c2cc([N+](=O)[O-])c(N3CCC(C)CC3)cc2N2CCC(C)CC2)n1N	-7%	.	?	-17%[57.1 µM]	-3.7	?	-12%	11%	-37%[inhibitor]
C/C(=N\NC(=O)c1ccc2c(c1)OCO2)c1ccco1	-16%	-24	-1%	-10%	-0.2	-8%	-8%	8%	-15%
CCCN(CCC)S(=O)(=O)c1ccc(NC(=O)COc2ccccc2)cc1	0%	.	-11%	-13%	-0.7	15%	-6%	24%	4%
CN(C)CCN(Cc1ccc(Cl)cc1)c1ccccn1	0%	8	-2%	1%	0.6	-28%	-15%	-23%	-12%
O=C(COC(=O)c1ccc2[nH]c3c(c2c1)CCCC3)Nc1ccccc1Cl	-3%	7	6%	-5%	-3.3	-15%	4%	-12%	-1%
C/C(CC(O)c1ccc2ccccc2n1)=N/O (stereo unspecified)	0%	.	0%	1%	-1.5	21%	-3%	1%	0%
Cc1ccc(NC(=O)c2cc(C)n(-c3ccccc3)c2C)cc1	-15%	-2	-3%	-6%	-2.5	13%	2%	2%	-18%
Cc1ccc2nc(SCC(=O)Nc3cc([N+](=O)[O-])ccc3F)[nH]c2c1	-1%	-5	10%	-30%[57.1 µM]	1.0	29%	0%	2%	9%
COc1ccc(-c2cc(OC)c3c(C)oc(C)c3c(=O)c2)cc1OC	-1%	.	-14%	-21%	1.2	?	-14%	25%	-18%
CCN=C1SC(CC(=O)NC2CCCCC2)C(=O)N1CC (stereo unspecified)	-2%	.	11%	6%	-2.4	15%	-2%	-4%	20%
O=C1CSC(c2ccncc2)N1Cc1ccc(F)cc1 (stereo unspecified)	-8%	-5	15%	-2%	1.1	-5%	-24%	8%	18%
Cc1ccc(C)c(NC(=S)N(C)CCc2ccccn2)c1	-9%	15	0%	-16%	0.5	.	1%	1%	-11%
N#Cc1c(NC(=O)c2ccc(N3CCOCC3)c([N+](=O)[O-])c2)sc2c1CCCC2	-2%	1	-7%	-3%	4.1	8%	-3%	-6%	0%
CCS(=O)(=O)c1nc(S(=O)(=O)c2ccc(C)cc2)c(N2CCOCC2)s1	1%	-1	10%	-5%	0.0	-12%	-4%	12%	5%
CCNC(=O)CSc1nc2cc([N+](=O)[O-])ccc2n1-c1cccc(C(F)(F)F)c1	1%	1	4%	21%	-0.1	8%	-7%	-15%	5%
O=C1C2C3C=CC(C3)C2C(=O)N1/N=C/c1cn(Cc2ccccc2)c2ccccc12 (stereo unspecified)	6%	3	8%	-17%	-0.6	21%	-3%	11%	0%
Cc1nn(Cc2ccccc2)c(Cl)c1C(=O)NCc1ccco1	0%	-28	5%	-6%	0.1	14%	-2%	1%	9%
Cc1nc(-c2coc3cc(O)c(C)cc3c2=O)cs1	-3%	-3	8%	-4%	-0.5	5%	-2%	-7%	0%
Cn1c2c(c(=O)n(C)c1=O)C(NC(=O)c1cccs1)(C(F)(F)F)C(=O)N2 (stereo unspecified)	-2%	1	-6%	-2%	-1.8	3%	-3%	2%	11%

Reformatted: entries from further up
Cc1nn(Cc2ccccc2)c(Cl)c1C(=O)NCc1ccco1
  aSyn yeast inh: 0% | PI5P4K alpha inh: -28 | EPAC1 antag: 5% | WRN inhibitor: -6% | IL2 activator: 0.1 | FUS suppressor: 14% | PLK1 PBD inh: -2% | EPAC1 ag: 1% | Abeta yeast res: 9%
Cc1nc(-c2coc3cc(O)c(C)cc3c2=O)cs1
  aSyn yeast inh: -3% | PI5P4K alpha inh: -3 | EPAC1 antag: 8% | WRN inhibitor: -4% | IL2 activator: -0.5 | FUS suppressor: 5% | PLK1 PBD inh: -2% | EPAC1 ag: -7% | Abeta yeast res: 0%

Carrying on.
Molecule	aSyn yeast inh	PI5P4K alpha inh	EPAC1 antag	WRN inhibitor	IL2 activator	FUS suppressor	PLK1 PBD inh	EPAC1 ag	Abeta yeast res
O=C1C=C(c2cccc(CO)c2)C[C@@H](c2ccc(Cl)cc2)C1	11%	-1	17%	-6%	2.3	2%	0%	-12%	-35%[inhibitor]
O=C(c1cccc(Cl)c1)N1CCC(N2CCC(C(=O)N3CCCC3)CC2)CC1	0%	0	0%	0%[57.1 µM]	-1.5	-5%	3%	2%	-6%
OCCN1CCSC1=S	1%	-5	6%	-12%	-3.4	.	-15%	-5%	-6%
Cc1ccccc1CC1(CO)CCCN(Cc2cn[nH]c2-c2ccccc2)C1 (stereo unspecified)	-5%	3	-32%	11%	-2.8	3%	?	-1%	-1%
Cc1cc(=O)oc2cc(NC(=O)C3COc4ccccc4O3)ccc12 (stereo unspecified)	-1%	.	12%	-13%[57.1 µM]	-0.8	3%	1%	-14%	1%
CC(C)n1nc(CC(=O)O)c2ccccc2c1=O	0%	5	-23%	-4%	0.2	6%	0%	8%	-10%
Cc1cc(C)c2c(NC(=S)NC(=O)c3ccccc3)n[nH]c2n1	-3%	-1	-2%	6%	0.1	-22%	-3%	-2%	1%
O=C(Cc1noc2ccccc12)Nc1ccc2ccccc2c1	13%	1	9%	12%	-4.1	24%	-2%	4%	22%
CCc1ccc(C(=O)Cc2cc3cccc(OC)c3oc2=O)cc1	1%	14	-29%	-9%	-0.6	-23%	-10%	1%	4%
O=C(CCCn1c(SCC(=O)c2ccccc2)nc2ccccc2c1=O)NCC1CCCO1 (stereo unspecified)	1%	0	9%	-3%	-1.7	35%	-4%	2%	7%
CC(=O)c1cccc(NC(=O)N2CCCCCC2)c1	1%	-1	1%	2%	3.3	51%	-2%	-5%	12%
Cc1ccc(NC(=O)Nc2ccc3c(c2)CCC3)cc1	-6%	-1	-12%	6%	-2.2	-23%	-9%	1%	0%
O=C(NCc1cccnc1)c1ccc(COc2ccccc2Br)cc1	0%	8	-24%	3%	-3.0	13%	-7%	-2%	-3%
CSc1cccc(Nc2ccc(S(=O)(=O)N3CCOCC3)cc2[N+](=O)[O-])c1	2%	2	?	-1%	-0.2	41%	-4%	9%	-14%
CCCOc1ccc(/C=N/NC(=O)CN2CCCCC2)cc1OCC	2%	4	0%	-3%	-0.4	-14%	-3%	6%	3%
COc1ccc(/C=C(\NC(=O)c2cccs2)C(=O)Nc2ccc(C)cc2)cc1OC	-2%	-5	?	-21%[57.1 µM]	-0.5	8%	7%	-29%	-6%
COc1nccnc1NS(=O)(=O)c1ccc(NC(=S)NC(=O)c2cccnc2)cc1	3%	-6	-17%	6%	1.3	21%	-5%	-2%	-6%
O=C(Nc1ccccc1N1CCN(C(=O)c2ccccc2)CC1)c1cc(Br)ccc1Cl	14%	3	-10%	-9%	-2.7	25µM*	-4%	19%	10%
COc1cccc(N/C(SCc2cccc([N+](=O)[O-])c2)=C(/C#N)C(N)=O)c1	1%	-7	-29%	-6%	-0.3	14%	?	-8%	7%
COc1cccc(/C=N/NC(=O)N/N=C/c2cccc(OC)c2O)c1O	2%	-27	-27%	-13%	1.2	15%	-8%	13%	-10%
Cc1ccc(C2=NN(CC(=O)NCc3cccs3)C(=O)CC2)cc1	1%	0	9%	3%	-0.3	-7%	1%	-8%	-15%
CCOC(=O)c1ccccc1NC(=O)COc1coc(CN2CCc3ccccc32)cc1=O	13%	-6	-13%	-20%	-5.5	27%	-5%	9%	17%
O=C(Nc1ccc(Cl)cc1C(=O)Nc1ccccn1)c1ccco1	-14%	11	-1%	-4%	-0.5	-10%	-23%	0%	-7%
O=C1OC[C@@H]2CCCN2C(=O)[C@@H](CC(=O)N(CCO)Cc2ccccc2)C/C=C\C[C@H]1Cc1ccc(F)cc1	6%	10	-2%	0%	-1.9	?	1%	5%	-2%
NC(=O)N/N=C/c1c(O)ccc2oc3c(c12)CCCC3	7%	-12	-2%	-4%	4.1	4%	2%	1%	0%
Cc1noc(COc2ccccc2OCc2onc(C)c2Cl)c1Cl	-16%	-3	-1%	-6%	-3.0	13%	-9%	16%	5%
COc1ccccc1N1C(=O)C2C(c3ccccc3F)NN(C(=O)c3ccc(C)cc3)C2C1=O (stereo unspecified)	7%	8	-12%	-11%	-3.4	?	-8%	-12%	1%
CN(C)c1ccc(NC(=O)c2ccc(Cn3cc([N+](=O)[O-])cn3)cc2)cc1	1%	-12	18%	9%	-1.5	?	6%	-14%	4%

Random draw from the library (roughly 4.1% active in at least one column).
